Screening data from PubChem BioAssay.
LEDGF integ inh: blocks HIV-1 LEDGF/p75-dependent DNA integration. TR-FRET IN-LEDGF/p75 DNA integration, Eu/Cy5. inhibition, % at 3.7 µM. 370,000 tested, 0.64% active;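 active means inhibition above the screen-wide mean plus 3 SD, cut at about 13% in these data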;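 further: signal is the Cy5 over europium emission ratio at 671 and 618 nm; 0% = plate median of compound wells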
TCR-CD3 inh: inhibitors of human TCR-CD3 interaction. TAMRA-labeled TCR probe fluorescence, biochemical. inhibition, % at 9.4 µM. 360,000 tested, 0.37% active; in the data active means inhibition above about 19%;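 further: recombinant mutant TCR 2C K166C tagged with TAMRA read by polarization; 0% = receptor in buffer alone and 100% = receptor with positive control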
mABHD4 FP: ABHD4 (mouse) inhibition, primary FP screen; Q8VD66; inhibition, % at 8.92 µM; purified mABHD4, FP-Rh probe fluorescence polarization; 370,000 tested, 0.54% active;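 active means inhibition exceeding the mean over every tested compound plus 3 SD, cut at about 30% in these data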;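 further: 0% = plate median of compound wells and 100% = S159A mutant with DMSO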
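Test system: mouse ABHD4 enzyme, wild type. Reagent: FP-Rh fluorescent activity-based probe, added after compound pre-incubation. Timing: pre-incubation 45 min, probe exposure 60 min, at 25 °C. Technique: FP readout, ex 525 nm / em 598 nm. Benchmarks: high control S159A mutant with DMSO, low control median of compound wells.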
TDP2 absorb: TDP2 (human) inhibition, absorbance primary screen; O95551; recombinant TDP2, T5PNP hydrolysis, p-nitrophenol absorbance 415 nm; inhibition, % at 12.8 µM; 370,000 tested, 0.34% active; AID 720702;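 active means inhibition above the mean of all tested compounds plus 3 SD, set per campaign, cut at about 25% in these data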;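 further: 0% = DMSO with enzyme and 100% = buffer with substrate but no TDP2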
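Test system: Human TDP2 enzyme | Reagent: 5 mM T5PNP | Compound dosing: 12.8 µM single point, 1% DMSO | Incubation: Enzyme reaction with compound for 2 h at 37 °C | Technique: p-Nitrophenol epi absorbance | Read-out: % inhibition relative to enzyme-containing and enzyme-free wells | Benchmarks: High control without enzyme, low control DMSO plus TDP2 | Replicates: Singlicate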
SIAE inh: human SIAE inhibition, primary screen. Q9HAT2. AID 1053197. 370,000 tested, 0.69% active. inhibition, % at 9.66 µM. SIAE FP-Rh probe binding, fluorescence polarization;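 active means inhibition above a cutoff: mean of compounds within the control limits plus 3 SD of those, cut at about 17% in these data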;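 further: 0% = plate median of compound wells and 100% = probe without SIAE protein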
Target sequence (Q9HAT2 whole entry, looked up): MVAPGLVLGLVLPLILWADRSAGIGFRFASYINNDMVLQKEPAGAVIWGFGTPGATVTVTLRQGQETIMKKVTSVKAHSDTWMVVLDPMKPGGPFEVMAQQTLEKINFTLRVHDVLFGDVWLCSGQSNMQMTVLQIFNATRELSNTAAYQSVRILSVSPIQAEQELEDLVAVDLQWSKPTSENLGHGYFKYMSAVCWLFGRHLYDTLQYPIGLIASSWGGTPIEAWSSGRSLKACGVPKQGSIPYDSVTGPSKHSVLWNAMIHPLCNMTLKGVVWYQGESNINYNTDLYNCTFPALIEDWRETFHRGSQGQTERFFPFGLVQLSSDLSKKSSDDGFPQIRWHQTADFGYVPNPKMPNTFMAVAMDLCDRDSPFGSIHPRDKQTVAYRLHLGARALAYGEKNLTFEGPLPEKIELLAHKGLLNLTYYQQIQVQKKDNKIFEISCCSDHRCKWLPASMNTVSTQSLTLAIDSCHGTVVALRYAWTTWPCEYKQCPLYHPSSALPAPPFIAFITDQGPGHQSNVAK
PG9 binder: binds the HIV-1 gp120 antibody PG9; TR-FRET gp120-PG9 antibody binding; inhibition, % at 6.7 µM; 360,000 tested, 0.43% active; AID 624416; in the data active means inhibition above about 8.5%
Rev-erbA mod: modulates human Rev-erb alpha binding to DNA; 370,000 tested, 0.79% active; Rev-erbα–FITC-DNA binding, fluorescence polarization, 90 min; P20393; activity, % at 10 µM;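 active means activity above about 14%, limit read from the data; passing the limit was not always enough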;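 further: 0% = DMSO wells with 35 nM protein and 100% = DMSO wells with 750 nM protein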
PRMT1 FP inh: blocks human protein arginine methyltransferase 1. recombinant PRMT1, activity-based probe fluorescence polarization. inhibition, % at 2.79 µM. 370,000 tested, 1.3% active. AID 652257;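 active means inhibition above about 21% made by adding two undisclosed values, limit read from the data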
Target sequence (Q99873 whole entry, looked up): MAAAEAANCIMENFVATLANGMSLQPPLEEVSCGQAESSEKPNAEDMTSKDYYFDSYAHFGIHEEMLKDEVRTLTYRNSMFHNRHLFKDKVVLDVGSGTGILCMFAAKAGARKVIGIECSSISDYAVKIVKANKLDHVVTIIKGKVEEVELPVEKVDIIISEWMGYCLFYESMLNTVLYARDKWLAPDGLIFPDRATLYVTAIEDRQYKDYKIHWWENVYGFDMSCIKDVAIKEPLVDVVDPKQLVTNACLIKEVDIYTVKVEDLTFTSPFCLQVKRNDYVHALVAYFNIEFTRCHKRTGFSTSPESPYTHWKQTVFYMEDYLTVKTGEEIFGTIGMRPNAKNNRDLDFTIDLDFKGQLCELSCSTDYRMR
HTRA1 inhibitor: blocks human HTRA1 serine peptidase; 340,000 tested, 0.5% active; Q92743; recombinant HTRA1, FP-rhodamine activity-based probe, fluorescence polarization; inhibition, % at 5.96 µM; in the data active means inhibition above about 36%;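 further: 0% = enzyme with DMSO and 100% = wells lacking enzyme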
rCAG binder: molecules binding r(CAG) RNA repeats; r(CAG) RNA repeat, TO-PRO-1 dye displacement fluorescence; inhibition, % at 3 µM; 370,000 tested, 1.3% active; AID 651821;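 active means inhibition above the plate cutoff, the mean of all test compounds on that plate plus 3 SD, cut at about 35% in these data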;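 further: 0% = DMSO alone and 100% = 100 µM mitoxantrone as full dye displacement; higher means more dye released from RNA so lower well fluorescence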
Numbers without * were called inactive; nt = no result given.

Values in the order: LEDGF integ inh, TCR-CD3 inh, mABHD4 FP, TDP2 absorb, SIAE inh, PG9 binder, Rev-erbA mod, PRMT1 FP inh, HTRA1 inhibitor, rCAG binder
1: C[C@H]1CN([C@@H](C)CO)C(=O)CCCn2cc(nn2)CO[C@@H]1CN(C)C(=O)c1cc(-c2ccccc2)on1
  -4.7, -6.3, 1.8, 4.9, 6.2, -2.2, -8.9, 1.4, 2.1, 0.9
2: O=C(Nc1nnc(Cc2ccccc2)s1)C1CCN(C(=O)c2ccco2)CC1
  -0.4, 3.2, 4.5, 9.1, -2.1, -0.6, -0.5, 0.6, 1.9, 3.6
3: COCCn1c(N)c(N(Cc2ccccc2)C(=O)CN2C(=O)NC(C)(c3ccccc3)C2=O)c(=O)[nH]c1=O (stereo not given)
  -3.5, 5.3, -0.4, 5.8, 1.0, -1.5, -1.5, 0.7, 5.2, -2.1
4: N#Cc1nc(N2CCCC2)nc(N2CCCC2)n1
  3.6, -1.9, 1.5, -3.6, 1.2, -0.8, -5.0, -0.9, 2.3, 3.0
5: CCOc1ccc(NC(=O)C(C)Sc2nnnn2C)cc1 (stereo not given)
  3.5, -7.6, -0.3, -12.9, -4.1, -3.5, -2.8, 0.5, 5.7, -0.6
6: COc1ccc(C(=O)NNC(=O)CSc2nnc(C)n2CC2CCCO2)cc1 (stereo not given)
  -2.2, -4.1, 5.3, -3.6, -4.4, 0.1, 1.0, 2.5, 5.1, -4.0
7: CCOc1ccccc1N1CCN(CC(=O)NCCc2ccc(S(N)(=O)=O)cc2)CC1
  2.6, 1.9, -1.6, 6.5, -1.7, -1.2, -4.6, -1.3, -0.8, -3.9
8: S=C(NCCCN1CCOCC1)Nc1cccc(Cl)c1
  3.2, -1.3, -11.3, -14.7, -3.0, -0.2, -6.7, -7.6, -2.1, -1.2
9: CC1(NC(=O)Nc2cccc3ccccc23)CCS(=O)(=O)C1 (stereo not given)
  -3.5, 3.1, -9.8, -6.0, 22.2*, 0.4, -3.6, 3.9, 3.8, 0.9
10: O=C(COc1ncnc2ccccc12)NCc1ccc2c(c1)OCO2
  -1.5, 5.1, -6.1, 6.3, 7.3, 1.4, -1.4, -0.2, -0.7, -0.6
11: CSc1ncccc1C(=O)OCC(=O)N1CCOCC1
  -1.0, 1.8, 2.9, 6.7, -0.9, -0.2, -2.6, 2.4, 6.3, -0.5
12: CCOc1ccccc1C(=O)NCC(=O)N(C)Cc1cccnc1
  1.2, 7.6, -3.5, 4.3, -1.8, 0.2, -1.6, -2.1, -5.7, -0.4
13: COc1ccc(OC)c(-c2nnc3n2N=C(c2ccc(OC)c(OC4CCCC4)c2)CS3)c1
  5.7, 15.2, -34.8, -19.7, 0.2, 0.9, -0.1, 11.7, -70.5, 4.7
14: CCOCCCNC(=O)Cn1nc(-c2ccccc2)ccc1=O
  4.5, 5.5, 3.0, 9.7, 0.6, -1.8, 2.6, -3.6, 4.7, 0.5
15: CCc1cccc(NC(=O)c2ccc(CNc3c(N4CCCC4)c(=O)c3=O)cc2)c1
  -3.1, -6.9, -0.9, -7.3, 2.6, 0.5, -1.1, 3.9, -3.5, -0.7
16: COc1cc(CC(=O)NC(c2ccccc2)c2ccccc2)cc(OC)c1OC
  3.6, 4.2, 1.4, -0.6, -3.2, -1.6, -1.8, -2.5, -5.9, -1.6
17: O=C(CNS(=O)(=O)c1cccs1)N1CCc2ccccc2C1
  2.3, 4.5, 3.0, 2.1, -4.1, -1.1, 1.0, -1.1, 0.0, -1.0
18: Cc1cc(C)c(S(=O)(=O)N2CCCCC2C(=O)O)c(C)c1 (stereo not given)
  -2.5, 4.2, -1.7, -11.0, -2.3, 0.7, 0.8, -1.2, 4.4, 4.5
19: CC1CN(c2nc3ccccn3c(=O)c2/C=C(\C#N)C(=O)N2CCOCC2)CC(C)O1 (stereo not given)
  -2.7, 9.5, -2.6, -3.2, 6.3, -1.1, 0.5, -1.8, -6.0, -1.3
20: CC(=O)Nc1ccc(S(=O)(=O)Nc2ccc(Nc3ccccc3)cc2)cc1
  -5.0, 2.8, 1.0, 4.2, 10.0, -1.5, -1.6, -0.4, 5.7, 14.7

Part of the list above in order of molar mass, smallest number first:
Values in the order: LEDGF integ inh, TCR-CD3 inh, mABHD4 FP, TDP2 absorb, SIAE inh, PG9 binder, Rev-erbA mod, PRMT1 FP inh, HTRA1 inhibitor, rCAG binder
14: CCOCCCNC(=O)Cn1nc(-c2ccccc2)ccc1=O
  4.5, 5.5, 3.0, 9.7, 0.6, -1.8, 2.6, -3.6, 4.7, 0.5
20: CC(=O)Nc1ccc(S(=O)(=O)Nc2ccc(Nc3ccccc3)cc2)cc1
  -5.0, 2.8, 1.0, 4.2, 10.0, -1.5, -1.6, -0.4, 5.7, 14.7
15: CCc1cccc(NC(=O)c2ccc(CNc3c(N4CCCC4)c(=O)c3=O)cc2)c1
  -3.1, -6.9, -0.9, -7.3, 2.6, 0.5, -1.1, 3.9, -3.5, -0.7
13: COc1ccc(OC)c(-c2nnc3n2N=C(c2ccc(OC)c(OC4CCCC4)c2)CS3)c1
  5.7, 15.2, -34.8, -19.7, 0.2, 0.9, -0.1, 11.7, -70.5, 4.7

(more compounds)
Values in the order: LEDGF integ inh, TCR-CD3 inh, mABHD4 FP, TDP2 absorb, SIAE inh, PG9 binder, Rev-erbA mod, PRMT1 FP inh, HTRA1 inhibitor, rCAG binder
21: CC(=O)C[C@H]1c2cc(C(F)(F)F)ccc2S(=O)(=O)N1C1CCCCC1
  -0.3, 3.0, 3.1, 2.7, 2.9, 0.5, 1.1, 0.7, -3.4, -6.1
22: COc1ccc(N2CC(C(=O)N/N=C/c3ccc(C)cc3)CC2=O)cc1 (stereo not given)
  1.2, 4.6, 0.1, 1.2, 2.7, -3.0, 0.8, 0.3, -2.9, -2.5
23: CC(On1nnc2ccccc21)C(=O)N1CCN(Cc2ccccc2)CC1 (stereo not given)
  1.8, 4.1, 0.8, -1.1, 3.0, -3.2, 9.6, -8.6, -4.1, -5.7
24: Cc1ccc(Oc2cc(NC(=O)CCCn3nc(C)c([N+](=O)[O-])c3C)cc([N+](=O)[O-])c2)cc1
  3.8, -2.4, 0.7, -1.9, -23.4, -2.0, 0.1, -0.1, -35.1, 1.7
25: Cc1ccc(N(C(=O)CNC(=O)c2ccco2)C(C(=O)NC2CCCCC2)c2cccnc2)c(C)c1 (stereo not given)
  0.6, 7.9, 2.9, 2.1, -8.4, 0.7, 3.8, 0.7, -6.5, 1.9
26: O=C(CBr)N1CCc2ccccc2C(c2ccccc2)C1 (stereo not given)
  3.4, -5.7, -3.5, -8.2, 1.4, -1.9, 8.0, -3.6, -7.8, 0.4
27: O=[N+]([O-])c1ccc(C(=S)N2CCC(Cc3ccccc3)CC2)cc1
  -0.2, 4.8, 6.5, 9.7, -10.7, -0.9, 1.1, 0.7, -6.8, 1.3
28: CC1CCCCN1S(=O)(=O)c1ccc(S(=O)(=O)N2CCN(c3ccccc3)CC2)cc1 (stereo not given)
  1.6, 1.0, 7.4, 6.6, 5.6, -0.3, -1.4, 2.3, 3.0, 1.4
29: CCOc1ccc(N2C(=O)CC(n3nc(C)cc3C)C2=O)cc1 (stereo not given)
  -1.2, 2.6, 1.4, -2.7, 2.9, 0.2, -3.0, 4.3, -1.1, 1.6
30: CCOC(=O)c1cc(=O)n(Cc2ccccc2C)c2ccccc12
  1.4, 0.7, -7.3, -10.2, -4.6, -0.1, -0.3, -0.7, -18.9, -3.2
31: C/C(=N\NC(=O)CNC(=O)c1ccncc1)c1ccc(C)cc1
  -3.7, 4.0, 2.3, -4.9, 1.4, 0.3, 3.8, 1.0, -3.5, 7.2
32: COc1ccccc1NC(=O)c1ccc(NC(=O)c2nc3nccc(C)n3n2)cc1
  -0.3, -4.9, 1.1, 3.7, -4.8, -0.2, -2.4, 0.7, -3.0, 2.1
33: OCCNc1ncnc2c1ncn2[C@H]1CN(C2CCCC2)C[C@@H](CO)O1
  -0.5, 0.5, 4.7, -5.7, 2.5, -0.5, -10.9, -0.7, nt, 0.3
34: O=C(CN1C(=O)C(=O)N(Cc2ccco2)C1=O)NC1CCCCC1
  1.6, 0.6, 2.5, -0.8, 1.4, -1.3, 1.9, -3.3, 9.8, 2.1
35: CC1(C(=O)NCc2cccc3ccccc23)CCN1Cc1cccc2c1OCO2 (stereo not given)
  -0.1, 0.0, -11.1, -1.1, 3.1, -1.0, -1.1, 0.9, nt, 0.2
36: O=C(CSc1ccc([N+](=O)[O-])cc1)Nc1cccc(S(=O)(=O)Nc2ccccc2F)c1
  -3.1, 3.5, -24.1, 9.1, -9.1, -1.5, 0.8, 15.2, -21.6, 49.9*
37: Nc1ncnc(N(c2ccccc2)C2CCCCC2)c1[N+](=O)[O-]
  -4.2, 1.2, -1.6, -6.9, 3.4, 0.0, -2.6, 1.3, 1.2, -0.1
38: C/C(N)=C(/C#N)C(=O)COC(=O)c1ccccc1Cc1ccccc1
  1.2, 1.4, -19.1, 5.4, -13.0, -0.2, 0.5, -1.4, -16.1, 2.7
39: CCCCn1nnnc1NCc1cccs1
  5.9, -10.0, -2.7, -12.2, 1.3, -0.3, -3.8, -0.5, 1.5, 2.0
40: CC(C)NC(=O)N1CCC(c2nc3ccccc3s2)CC1
  2.0, 3.4, -8.0, -15.3, 6.1, -1.3, 7.0, -2.2, 5.1, -4.7
41: CCn1c(C)[n+](CCOCC[n+]2c(C)n(CC)c3cc(Cl)c(Cl)cc32)c2cc(Cl)c(Cl)cc21
  -1.9, 1.5, 1.9, -0.7, 8.2, -0.8, 3.0, -1.2, 1.2, 1.3
42: CNS(=O)(=O)c1cnccc1N1CCN(C)CC1
  -3.0, 7.1, 2.7, -1.2, 2.7, -1.0, 4.4, 0.8, -3.7, 0.5

This is a subset; the hit share may differ from the screen's.
